MEKK3 PB1 HTS – modulators of MEKK3-MEK5 PB1 binding, primary screen, biochemical, wildtype MEKK3, multiplex bead flow cytometry, Alexa488-MEK5. 1.4% of 290,000 active. AID 1529, 2009. binding response (% of control), % at 10 µM. Mitogen-activated protein kinase kinase kinase 3 (Homo sapiens), Q99759. bead-based flow cytometry, Alexa488-MEK5 binding to MEKK3; actives lie on both sides; 0 = blocked by unlabeled MEK5, 100 = vehicle;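 active = binding response more than 3 SD above or below the average of its plate-row segment, actives on both sides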;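 also: Alexa488 bead fluorescence after subtracting the streptavidin-only scavenger bead signal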
Target sequence (Q99759 whole entry, looked up): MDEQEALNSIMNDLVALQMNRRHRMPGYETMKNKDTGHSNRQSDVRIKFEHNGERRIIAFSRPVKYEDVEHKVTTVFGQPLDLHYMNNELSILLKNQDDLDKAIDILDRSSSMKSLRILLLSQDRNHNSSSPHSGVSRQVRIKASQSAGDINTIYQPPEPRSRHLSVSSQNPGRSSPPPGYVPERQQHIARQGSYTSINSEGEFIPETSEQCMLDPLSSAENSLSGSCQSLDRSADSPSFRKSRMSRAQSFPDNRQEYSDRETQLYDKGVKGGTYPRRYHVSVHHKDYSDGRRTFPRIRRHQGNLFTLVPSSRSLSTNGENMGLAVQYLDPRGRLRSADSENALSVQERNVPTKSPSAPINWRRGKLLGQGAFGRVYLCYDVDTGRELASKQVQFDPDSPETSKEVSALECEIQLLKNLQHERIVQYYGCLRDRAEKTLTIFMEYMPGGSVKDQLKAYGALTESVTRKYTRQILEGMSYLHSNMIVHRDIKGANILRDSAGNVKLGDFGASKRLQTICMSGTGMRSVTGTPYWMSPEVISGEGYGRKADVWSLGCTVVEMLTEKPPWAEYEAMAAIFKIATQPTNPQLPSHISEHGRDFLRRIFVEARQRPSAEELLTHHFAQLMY
FID counter – compounds displacing fluorescent DNA intercalator, primary screen, artefact control for HCV NS3 helicase inhibitor project, biochemical, FID fluorescence; DNA fluorescent intercalator displacement; inhibition, % at 7.9 µM; 0.17% of 290,000 active; AID 1845, 2009; in the data active = inhibition above about 37%;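 also: 0% = vehicle and 100% = reference compound; higher means more ethidium bromide displaced from hairpin DNA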
MEKK2 mut-MEK5 – MEK5 binding signal on mutant MEKK2 PB1, primary screen, biochemical, multiplex bead flow cytometry, Alexa488-MEK5; Alexa488-MEK5 binding to MEKK2 mutant; percent response, % at 10 µM; 0.35% of 290,000 active; AID 1530, 2009; in the data active = percent response above about 24%, passing the limit was not always enough; also: inactives centre near 1; some results filed as inactive read as strong as hits; reference of the scale not given here
MEKK2wt PB1 HTS – modulators of MEK5 binding to wildtype MEKK2, primary screen, biochemical, multiplex bead flow cytometry, Alexa488-MEK5; Mitogen-activated protein kinase kinase kinase 2 (Homo sapiens), Q9Y2U5; Alexa488-MEK5 binding to MEKK2 WT; actives lie on both sides; binding response (% of control), % at 10 µM; 1.1% of 290,000 active; in the data active = binding response below about 67% or above about 130%
GPR7 antagonist – GPR7 receptor antagonists, primary screen, cell-based, fluorescence, single concentration. Neuropeptides B/W receptor type 1 (Homo sapiens), P48145. GPR7-expressing cells, fluorescence antagonist assay. inhibition, % at 4.4 µM. 1.1% of 290,000 active. AID 1861, 2009; in the data active = inhibition above about 16%, passing the limit was not always enough;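 also: cells stimulated with the agonist NPW; 0% = agonist with vehicle and 100% = vehicle without agonist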
NALP1 yeast inh – NALP1 inflammasome inhibitors in reconstituted yeast, colorimetric, S. cerevisiae, triplicate retest; AID 2071, 2009; 0.61% of 280,000 active; inhibition, % at 10 µM; S. cerevisiae NALP1/ASC/caspase-1 growth, X-gal OD620, 72 h; in the data active = inhibition mostly above about 24%, no sharp cut-off; inactive = mostly below about 32%; also: some compounds called inactive have numbers as strong as hits
PHOSPHO1 block – PubChem AID 1565; Phosphoethanolamine/phosphocholine phosphatase (Homo sapiens), Q8TCT1; recombinant PHOSPHO1, absorbance phosphatase assay; inhibition, % at 13.3 µM; 1.1% of 290,000 active; in the data active = inhibition above about 60%
Target sequence (Q8TCT1 whole entry, looked up): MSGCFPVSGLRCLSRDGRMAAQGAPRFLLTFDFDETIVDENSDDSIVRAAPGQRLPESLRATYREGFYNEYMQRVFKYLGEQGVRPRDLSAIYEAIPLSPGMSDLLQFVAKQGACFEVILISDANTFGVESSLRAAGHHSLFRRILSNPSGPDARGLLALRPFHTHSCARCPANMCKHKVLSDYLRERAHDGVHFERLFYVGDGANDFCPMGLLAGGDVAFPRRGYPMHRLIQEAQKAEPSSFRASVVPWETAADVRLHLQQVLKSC
OXTR agonist – human OXTR agonists, primary screen, fluorescence, CHO-OTR cells, Fluo-8 calcium; Oxytocin receptor (Homo sapiens), P30559; Fluo-8 calcium fluorescence; normalized: DMSO 0%, oxytocin 100%; activation, % at 3 µM; 0.32% of 320,000 active; AID 2435, 2010;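 active = activation above the mean of all tested compounds plus 3 SD, cutoff set per screening run, cut at about 20% in these data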;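 also: peak over basal fluorescence ratio from a 100 s FLIPR kinetic read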
M18AAP inhibitor – PfM18AAP inhibitors, malaria aminopeptidase, primary screen, biochemical, QFRET, recombinant enzyme; M18 aspartyl aminopeptidase (Plasmodium falciparum 3D7); H-Glu-NHMec fluorogenic cleavage; inhibition, % at 7.35 µM; 1.2% of 290,000 active;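 active = inhibition above the campaign mean inhibition over all tested compounds plus 3 SD, cut at about 28% in these data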;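 also: 0% = plate median of test compound wells and 100% = 2 mM ZnCl2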
* marks the source's active call; other numbers are inactive results; x = no result given; [ ] = dose if it differs, or a comment.

Structure	MEKK2 mut-MEK5	NALP1 yeast inh	OXTR agonist	M18AAP inhibitor	FID counter	MEKK2wt PB1 HTS	MEKK3 PB1 HTS	GPR7 antagonist	PHOSPHO1 block
CCN(CC)Cc1c(C(=O)N/N=C/c2ccco2)nnn1-c1nonc1N	4	2	x	7	-13	107	102	2	26
Cc1ccc(S(=O)(=O)CCSC(=N)N)cc1	4	-8	0.2	-6	3	107	101	-4	28
Cc1[nH]n(-c2ccc(F)cc2)c(=O)c1C=Nc1ccc(S(=O)(=O)N(C)C)cc1	13	14	1.6	4	0	11*[inhibitor]	97	-7	16
Cc1ccc(S(=O)(=O)Nc2cc(=O)[nH]c(SCC(=O)Nc3ccccc3C(F)(F)F)n2)cc1	-1	6	-0.6	-7	-3	97	97	0	-13
CCC12C(=O)C(CC)(C(c3ccccc3)=C1c1ccccc1)[C@@H]1C(=O)N(c3ccccc3)C(=O)C12 (stereo not given in full)	8	18	-0.2	-10	-3	94	99	-4	-1
O=C(c1n[nH]c2ccccc12)N1CCN(c2ccc(F)cc2)CC1	-5	10	2.7	-14	-10	94	99	-8	3
COc1ccc(N2CCN(C3CCCN(S(=O)(=O)c4ccc(C)cc4C)C3)CC2)cc1 (stereo not given)	2	-2	0.3	-4	0	102	102	12	10
Cc1nc2cc(NC(=O)NCc3ccc4c(c3)OCO4)ccc2o1	8	41	0.5	-7	-8	106	105	-6	-26
COc1ccc(OC)c(S(=O)(=O)N/N=C\c2cn(CC(N)=O)c3ccccc23)c1	0	-4	1.3	2	-12	101	98	-5	33
CC1(C)Oc2ccc3ccc(=O)oc3c2/C(=C/NCCO)C1=O	11	9	-1.1	10	-4	109	109	17	87*

The list continues.
Structure	MEKK2 mut-MEK5	NALP1 yeast inh	OXTR agonist	M18AAP inhibitor	FID counter	MEKK2wt PB1 HTS	MEKK3 PB1 HTS	GPR7 antagonist	PHOSPHO1 block
Clc1ccc(Oc2nc(Oc3ccc(Cl)cc3)nc(N3CCOCC3)n2)cc1	-2	7	-0.1	-1	-4	101	101	3	18
Cc1noc(C(=O)NCc2ccc(F)cc2)c1Cl	12	-14	-0.5	2	-2	118	111	-12	-13
Oc1ccc(Br)cc1/C=N/n1c(COc2ccccc2)n[nH]c1=S	2	-5	x	17	-37	105	102	2	-47
COC(=O)c1ccccc1NC(=O)N1CCN(c2ccc(F)cc2)CC1	-2	-8	-0.9	-8	-24	96	102	-13	51
COCCCNC(=O)c1c(N)n(/N=C/c2cccnc2)c2nc3ccccc3nc12	x	4	1.4	2	0	x	x	-15	-54
COC(=O)C1=C(C(=O)OC)[C@@H]2N(Cc3ccccc3)c3ccccc3[C@@]23C[C@@H](C(=O)OC)N(C(=O)CC(C)C)C3=N1	-5	x	-2.0	x	x	74	85	x	22
COc1cc(-c2nnc(SC(C)C(=O)Nc3c(C)n(C)n(-c4ccccc4)c3=O)o2)cc(OC)c1OC (stereo not given)	-5	6	1.1	0	-19	92	86	-10	10
CC1(OC(=O)C2CCCC2)C(=O)C=C2C=C(c3ccsc3)N(c3ccccc3)C=C2C1=O (stereo not given)	-4	-3	-0.3	x	x	95	91	x	4
CCCCOc1ccc(C2C(C(=O)c3ccc(C)o3)=C(O)C(=O)N2Cc2ccco2)cc1 (stereo not given)	5	7	-0.8	12	-46	101	100	8	51
Cc1ccc(OCc2cc(C(=O)NCc3cc(F)ccc3C)no2)cn1	0	3	x	1	-26	100	101	19	12

(more compounds)
Structure	MEKK2 mut-MEK5	NALP1 yeast inh	OXTR agonist	M18AAP inhibitor	FID counter	MEKK2wt PB1 HTS	MEKK3 PB1 HTS	GPR7 antagonist	PHOSPHO1 block
CSc1nc2ccccc2n1CC(=O)Nc1ccccc1	-2	-1	0.5	-6	-5	97	92	-15	23
Cc1ccc(-n2nc(-c3ccco3)cc2C(=O)O)cc1	-5	x	1.0	10	-27	74	78	9	25
NC(=O)[C@@H]1CC2(CC(c3cccc(NC(=O)COc4ccc(Cl)cc4)c3)=NO2)CN1C(=O)c1ccccc1 (stereo not given in full)	5	x	-1.3	x	x	92	97	x	44
COC(=O)CC1C(=O)NCCN1C(=S)Nc1cccc(C)c1 (stereo not given)	-1	15	-0.2	1	1	108	90	0	7
COCCn1c(=N)c(C(=O)NCCc2ccc(OC)cc2)cc2c(=O)n3cccc(C)c3nc21	0	-5	0.1	-4	14	99	91	-5	-14
O=C1CC(C(=O)N2CCCc3ccccc32)CN1c1ccc(F)cc1 (stereo not given)	-3	11	2.5	-5	-24	99	101	-10	23
O=C(Nc1ccc(Br)cc1)c1ccc2ncsc2c1	1	8	4.6	11	-5	103	102	-8	24
O=C(CCCc1ccccc1)Nc1ccnn1C1CCN(Cc2ccccc2F)CC1	13	11	0.2	1	2	120	109	2	-149
CC(C)c1cccc(OCC(=O)Nc2ccc(S(=O)(=O)Nc3ccccn3)cc2)c1	-9	19	-0.6	-14	-42	93	101	-22	27
COc1cccc(-c2csc(/C(C#N)=C/Nc3cc4oc5ccccc5c4cc3OC)n2)c1	-2	11	-0.1	-2	0	96	98	1	-17

(continued)
Structure	MEKK2 mut-MEK5	NALP1 yeast inh	OXTR agonist	M18AAP inhibitor	FID counter	MEKK2wt PB1 HTS	MEKK3 PB1 HTS	GPR7 antagonist	PHOSPHO1 block
CCCNC(=O)C1=C(C)C(=O)OC12CCC(C)CC2 (stereo not given)	9	16	-0.3	6	-3	111	108	-13	10
COCCNC(=S)N/N=C(\C)c1ccc(OC(F)F)cc1	11	x	0.0	-9	-9	113	115	-8	-119
Cc1c(/C(Cc2ccccc2)=N/O)c2ccccc2n1C	5	22	0.7	-1	-9	98	110	0	-12
CCCSc1nc(N2CCOCC2)c2c(c1C#N)CCCC2	2	-14	-1.5	1	-4	103	105	-3	-10
COc1ccc(NC(=O)CSc2ccc(-c3sc(C)nc3C)nn2)cc1OC	12	4	1.9	0	-28	113	109	0	51
O=c1[nH]c(N2CCN(Cc3ccccc3)CC2)nc2c1CCC2	-5	-15	-0.2	-13	-7	92	96	-7	-3
O=C1c2ccccc2C(=O)N1CC(O)COc1ccccc1Cl (stereo not given)	10	-6	1.3	-1	-16	110	103	-3	35
O=C(Nc1ccc(Cl)cc1)C1CC2CCCC(C1)C2=O (stereo not given)	5	3	-0.2	-3	-3	95	105	1	-1
CNC(=O)c1cc2cccc(OC)c2oc1=O	-5	3	-0.7	8	-1	102	93	-7	-8
COc1ccc(CC(=O)N(Cc2ccccc2)c2ccc(C)cc2)cc1OC	6	-1	1.9	1	-62	103	104	-6	25

Two entries drawn at random from the list so far:
Structure	MEKK2 mut-MEK5	NALP1 yeast inh	OXTR agonist	M18AAP inhibitor	FID counter	MEKK2wt PB1 HTS	MEKK3 PB1 HTS	GPR7 antagonist	PHOSPHO1 block
CCCCOc1ccc(C2C(C(=O)c3ccc(C)o3)=C(O)C(=O)N2Cc2ccco2)cc1 (stereo not given)	5	7	-0.8	12	-46	101	100	8	51
O=c1[nH]c(N2CCN(Cc3ccccc3)CC2)nc2c1CCC2	-5	-15	-0.2	-13	-7	92	96	-7	-3

The results go on:
Structure	MEKK2 mut-MEK5	NALP1 yeast inh	OXTR agonist	M18AAP inhibitor	FID counter	MEKK2wt PB1 HTS	MEKK3 PB1 HTS	GPR7 antagonist	PHOSPHO1 block
Cn1cc(/C=C(\NC(=O)c2ccccc2Cl)C(=O)NCCCn2ccnc2)c2ccccc21	2	13	-0.7	7	24	102	103	-6	54
O=C(CN1CCOC1=O)N1CCCC(N2CCN(c3cccc(C(F)(F)F)c3)CC2)C1 (stereo not given)	1	12	0.1	0	-14	99	95	-10	28
COc1ccc(C)cc1NC(=O)C1C2C=CC(C2)C1C(=O)O (stereo not given)	-1	x	1.5	0	0	107	106	-8	-27
Cc1c2cnn(CC(=O)NCc3ccccn3)c(=O)c2c(C)n1Cc1ccccc1	-9	14	-0.7	3	-34	97	99	-2	39
C=CCC1(NCc2ccco2)CCN(CC)CC1	7	5	0.1	16	1	104	103	-2	4
c1ccc(-c2nc(-c3ccco3)cs2)nc1	1	0	-1.4	-15	-28	103	103	-4	18
Cc1ccc(S(=O)(=O)N/N=C/c2ccc(O)cc2O)cc1[N+](=O)[O-]	-15	21	-0.7	12	10	95	89	-4	8
CC(C)[C@H](NC(=O)N1CC(=O)Nc2ccccc21)C(=O)N1CCC[C@H]1C(=O)O	1	2	1.2	-3	-4	99	101	-7	24
N#CCSc1nnc(C2CCCCC2)n1Cc1ccccc1	3	7	0.2	8	-11	100	107	4	13
CCN1CCN(CCCN(Cc2ccco2)C(=S)Nc2ccc(C)c(Cl)c2)CC1	5	26	3.3	-1	14	111	97	13	13

(cont.)
Structure	MEKK2 mut-MEK5	NALP1 yeast inh	OXTR agonist	M18AAP inhibitor	FID counter	MEKK2wt PB1 HTS	MEKK3 PB1 HTS	GPR7 antagonist	PHOSPHO1 block
O=C1CC(c2ccccc2)CC(O)=C1C=Nc1ccccc1 (stereo not given)	-7	29	-1.0	2	-11	89	102	8	-26
Cc1cccc(CCNC(=O)CNS(=O)(=O)c2ccc3nc(C)sc3c2)c1	2	2	1.6	2	-37	98	98	-14	33
COC(=O)c1ccc(NC(=O)CN(c2ccc(OC)cc2)S(C)(=O)=O)cc1	1	-4	1.8	-16	-11	103	104	8	-21
COc1ccc(C(=O)N2CCN(c3ccc(NC(=O)Cc4ccccc4)cc3)CC2)cc1	2	20	-0.5	-12	-49	101	99	7	42
Fc1ccc(F)c(C2=NNC(=Nc3ccccc3F)SC2)c1	-2	39	-0.4	-5	-1	98	105	-8	-7
N#Cc1c(N2CCOCC2)nc(N2CCCCC2)c2c1CCN(C1CCCCC1)C2	8	6	-1.3	3	1	105	101	-5	17
CCOc1ccc(NC(=O)C2CC(=O)N(C(C)C)C2)cc1 (stereo not given)	x	-18	-0.5	1	3	x	x	-10	0
Cc1nc(Nc2ccc(F)cc2)[nH]c(=O)c1CCC(C)C	1	-5	10.0	-1	-14	104	102	-17	-3
O=C(CCC1CCCC1)Nc1cccc(Cc2ccncc2)c1	-6	10	-1.3	4	-20	91	98	-4	32
Cc1ccc(S(=O)(=O)N2CCc3ccccc3C2)cc1	4	6	-1.0	-1	-18	98	100	15	1
